# rCAG binder = binders of r(CAG) RNA repeats, primary screen, biochemical, fluorescence; r(CAG) RNA repeat, TO-PRO-1 dye displacement fluorescence; inhibition, % at 3 µM; hit rate 1.3% among 370,000; AID 651821, 2012;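 active means inhibition above the plate cutoff, the mean of all test compounds on that plate plus 3 SD, cut at about 35% in these data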;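 further: 0% = DMSO alone and 100% = 100 µM mitoxantrone as full dye displacement; higher means more dye released from RNA so lower well fluorescence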
# NPR2 activator = human GC-B receptor activators, primary screen, HEK293 GC-B cells, cGMP TR-FRET, EC30 CNP; Atrial natriuretic peptide receptor 2 (Homo sapiens), P20594; 0% at EC30 CNP, 100% saturating CNP; activation, % at 10 µM; hit rate 0.11% among 370,000; AID 1920062, 2024;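 active means activation at 10 µM reaching about 35% in either raw or pattern-adjusted values, limit read from the data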
# ARFGAP1 inhibitor = inhibitors of rat ARFGAP1 GAP activity, primary screen, biochemical, fluorescence polarization, GDP tracer | Arfgap1-stimulated ARF1 GTP hydrolysis, GDP FP detection | AID 651572, 2012 | inhibition, % at 16.5 µM | hit rate 0.26% among 360,000;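 active means inhibition above a per-plate limit, mean inhibition of low control wells plus 3 SD, cut at about 25% in these data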;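 further: 0% = DMSO wells with enzyme and 100% = wells lacking Arfgap1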
# Target sequence (Q62848 1-136 limits assumed): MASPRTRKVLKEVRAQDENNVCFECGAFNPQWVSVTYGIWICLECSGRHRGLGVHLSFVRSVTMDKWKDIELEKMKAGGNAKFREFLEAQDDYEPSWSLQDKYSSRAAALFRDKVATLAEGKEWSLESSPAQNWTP
#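 Assay system: Rat Arfgap1 GAP domain (His6, aa 1-136), purified enzyme | Buffer or medium: HEPES 25 mM pH 7.5, NaCl 150 mM, MgCl2, DTT | Schedule: GTP hydrolysis reaction 2 h at 25 °C | Signal: FP of antibody-bound GDP Alexa 633 tracer, ex 620/em 688 nm | Measure: Percent inhibition of Arfgap1-stimulated GTP hydrolysis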
# NR1D1 modulator = modulators of Rev-erb alpha DNA binding, primary screen, biochemical, FITC-DNA, fluorescence polarization, uHTS. hit rate 0.79% among 370,000. AID 1259318, 2017. activity, % at 10 µM. Rev-erbα–FITC-DNA binding, 90 min. Nuclear receptor subfamily 1 group D member 1 (Homo sapiens), P20393;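 active means activity above about 14%, limit read from the data; passing the limit was not always enough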;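 further: 0% = DMSO wells with 35 nM protein and 100% = DMSO wells with 750 nM protein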
# Target sequence (P20393 whole entry, looked up): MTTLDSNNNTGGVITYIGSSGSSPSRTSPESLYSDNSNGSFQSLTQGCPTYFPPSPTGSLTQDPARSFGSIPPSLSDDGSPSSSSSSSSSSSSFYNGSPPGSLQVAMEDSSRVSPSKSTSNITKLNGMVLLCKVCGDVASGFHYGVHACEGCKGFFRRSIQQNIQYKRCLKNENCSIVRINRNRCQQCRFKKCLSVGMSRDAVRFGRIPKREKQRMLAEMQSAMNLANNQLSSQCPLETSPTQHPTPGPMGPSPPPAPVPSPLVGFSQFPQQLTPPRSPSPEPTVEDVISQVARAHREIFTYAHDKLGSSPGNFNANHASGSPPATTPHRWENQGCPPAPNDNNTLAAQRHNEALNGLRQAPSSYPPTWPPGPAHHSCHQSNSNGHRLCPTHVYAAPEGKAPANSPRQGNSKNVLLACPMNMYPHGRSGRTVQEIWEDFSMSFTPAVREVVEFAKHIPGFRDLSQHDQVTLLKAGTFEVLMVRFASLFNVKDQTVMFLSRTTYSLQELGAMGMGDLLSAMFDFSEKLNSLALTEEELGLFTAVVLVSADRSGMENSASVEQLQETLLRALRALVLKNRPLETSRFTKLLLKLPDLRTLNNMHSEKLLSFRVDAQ
# ASAP1 inh = inhibitors of human ASAP1 ArfGAP activity, primary screen, biochemical, fluorescence polarization; ASAP1-stimulated ARF1 GTP hydrolysis, GDP FP detection; inhibition, % at 16.5 µM; hit rate 0.19% among 360,000; AID 624377, 2012; in the data active means inhibition above about 25%;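 further: 0% = vehicle with enzyme and substrate and 100% = no enzyme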
# PG9 binder = binders of HIV-1 gp120 antibody PG9, primary screen, biochemical, TR-FRET; HIV-1 gp120 / PG9 antibody interaction; TR-FRET gp120-PG9 antibody binding; inhibition, % at 6.7 µM; hit rate 0.43% among 360,000; in the data active means inhibition above about 8.5%
# GC-A act = GC-A stimulated cGMP production enhancers – HEK293 GC-A cells, cGMP TR-FRET, EC30 ANP, primary screen; 0% at EC30 ANP, 100% saturating ANP; activation, % at 10 µM; hit rate 0.14% among 370,000; AID 1671463, 2021; in the data active means activation above about 40%
# ABHD4 inh = ABHD4 inhibitors, primary screen, biochemical, fluorescence polarization, mouse; purified mABHD4, FP-Rh probe fluorescence polarization; hit rate 0.54% among 370,000; inhibition, % at 8.92 µM;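 active means inhibition exceeding the mean over every tested compound plus 3 SD, cut at about 30% in these data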;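 further: 0% = plate median of compound wells and 100% = S159A mutant with DMSO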
# Target sequence (Q8VD66 whole entry, looked up): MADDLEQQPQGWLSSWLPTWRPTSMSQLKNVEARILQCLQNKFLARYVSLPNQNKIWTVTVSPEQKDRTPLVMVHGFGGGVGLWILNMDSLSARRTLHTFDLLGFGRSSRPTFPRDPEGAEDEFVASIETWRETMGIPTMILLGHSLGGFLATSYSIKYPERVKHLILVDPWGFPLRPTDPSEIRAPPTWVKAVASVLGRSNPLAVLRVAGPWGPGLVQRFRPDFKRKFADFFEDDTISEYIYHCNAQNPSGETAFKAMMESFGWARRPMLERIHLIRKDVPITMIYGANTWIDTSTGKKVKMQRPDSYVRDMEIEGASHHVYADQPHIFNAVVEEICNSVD
#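 Test system: mABHD4 protein; Read-out basis: % inhibition; Incubation: 45 min + 60 min at 25 °C; Repeats: single replicate; Technique: fluorescence polarization with parallel and perpendicular emission, 525/598 nm; Compound: 8.92 µM, single dose; Benchmarks: full inhibition S159A mutant plus DMSO, zero as sample-well median.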
# SMARCA2 act = SMARCA2 (BRM) function activators, primary screen, cell-based, luminescence, high throughput; hit rate 1% among 370,000; MG213 cells, MMTV-luciferase reporter, dexamethasone, overnight; AID 652017, 2013; activation, % at 9.1 µM; in the data active means activation above about 7.8%;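 further: 0% = vehicle wells and 100% = reference activator wells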
# HTRA1 inhibitor = HTRA1 serine protease inhibitors, primary screen, biochemical, fluorescence polarization, HTS | recombinant HTRA1, FP-rhodamine activity-based probe | inhibition, % at 5.96 µM | hit rate 0.5% among 340,000 | AID 504803, 2011; in the data active means inhibition above about 36%;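 further: 0% = enzyme with DMSO and 100% = wells lacking enzyme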
# An asterisk follows results filed as active; x = no result given.
compound,ABHD4 inh,ASAP1 inh,ARFGAP1 inhibitor,HTRA1 inhibitor,GC-A act,NPR2 activator,NR1D1 modulator,SMARCA2 act,PG9 binder,rCAG binder
O=C(COC(=O)c1cc(S(=O)(=O)N2CCCC2)ccc1O)Nc1ccc(F)cc1F,2,-12,4,3,1,-2,0,1,-0.2,9
CN(C)c1ccc(C(=O)N(Cc2ccccc2)Cc2ccccc2)cc1,2,-1,-9,3,-3,3,-5,-3,-0.7,-4
CC(c1ccccc1)N1C(=O)c2ccc(C(=O)NCc3ccco3)cc2C1=O (stereo unspecified),-7,5,-1,-13,1,-1,-3,0,-1.5,-1
Cc1c(Cl)cccc1NC(=O)CC(NCCN1CCOCC1)C(=O)O (stereo unspecified),5,3,-7,1,3,2,3,-1,-1.5,-1
O=C(O)C1CCN(Cc2ccccn2)CC1,2,-7,0,-1,4,6,-4,0,2.9,1
COc1ccc(C(C)(O)c2nc(-c3csc4ccccc34)cs2)cc1 (stereo unspecified),-18,13,1,x,-1,-1,12,3,-2.1,3
CCNC(=O)C1(C)CCCN(C(=O)c2ccc3sccc3c2)C1 (stereo unspecified),2,-10,6,x,4,2,-7,-2,-0.6,0
NS(=O)(=O)c1cc(C(=O)OCC(=O)c2ccccc2)c(Cl)cc1Cl,-5,-2,-5,-3,2,5,7,-1,-2.8,8
COc1ccc(C(=O)NCc2ccc(C)cc2)cc1S(=O)(=O)N1CCCC1,2,-5,-13,-7,-3,0,-4,-2,0.7,1
c1ccc2nc(N3CCN(Cc4ccc5c(c4)OCO5)CC3)cnc2c1,6,0,-20,-8,-3,-3,1,-2,-1.7,-7
O=C(Nc1ccc(Cl)c(Cl)c1)Nc1ccon1,-24,13,-1,-32,-2,-5,0,2,-0.7,12
CCC1(CC)Cc2ccccc2C(Nc2c(C)n(C)n(-c3ccccc3)c2=O)=N1,-4,0,2,1,-13,-6,-1,-2,-0.9,-4
N#Cc1cccc(NC(=O)CNc2cccc(S(=O)(=O)N3CCCCC3)c2)c1,-11,13,-1,-8,0,-2,3,0,-1.4,5
N#CCC(CNc1ncc(C(F)(F)F)cc1Cl)OC(=O)c1ccc(Cl)cc1Cl (stereo unspecified),-24,9,16,-60,x,x,x,-2,-0.8,-4
Cn1nc(C(=O)NNC(=O)C2CSC3(C)CCC(=O)N23)c2ccccc2c1=O (stereo unspecified),6,-11,3,2,-1,-2,-4,-1,-0.8,0
Cn1nccc1C(=O)N1CCN(c2cccc(Cl)c2)CC1,6,6,9,-4,-1,-2,-4,5,-0.5,-3
CCOC(=O)c1sc(N)nc1C(C)(C)C,0,22,16,2,2,-6,3,1,-2.1,0
CCN(CC)S(=O)(=O)c1ccc(N2CCOCC2)c(NC(=O)C(C)Oc2ccc(F)cc2)c1 (stereo unspecified),12,1,1,-15,1,4,10,0,0.7,0
NC1(C#Cc2ccc3c(=O)c4ccccc4sc3c2)CCCCC1,-2,19,8,-86,3,-9,4,1,0.5,20
CCOP(=O)(OCC)C(NC(=O)Nc1ccc(C)c(Cl)c1)c1ccccc1 (stereo unspecified),-7,-6,8,-15,-2,-2,2,-1,1.5,-2
Nc1ccc2c(c1)C(=O)c1ccc(Br)cc1-2,19,5,-8,25,0,-7,1,-2,-10,7
O=C(NCCN1CCOCC1)c1ccccc1N1C(=O)[C@@H]2Cc3c([nH]c4ccccc34)C(c3ccc(F)cc3)N2C1=O (stereo partly specified),-30,-6,8,-11,24,16,1,0,1.8,7
C=CCN=C1NC(c2ccc(Cl)cc2)C(C(=O)OC)=C(C)N1Cc1cccc(C(F)(F)F)c1 (stereo unspecified),20,-4,3,x,-27,-24,0,-5,-1.4,7
CCN(CC)S(=O)(=O)c1ccc(N2CCCC2)c(NC(=O)c2ccccc2OC)c1,16,-2,10,-19,-6,-3,-1,0,-1.8,-1
O=C(CSc1nnc(NC(=O)c2ccccc2F)s1)NC1CCCC1,-5,-4,-2,4,-3,-1,1,1,0.9,0

# Whole records from above.
# `COc1ccc(C(C)(O)c2nc(-c3csc4ccccc34)cs2)cc1` (stereo unspecified) is listed as ABHD4 inh = -18; ASAP1 inh = 13; ARFGAP1 inhibitor = 1; HTRA1 inhibitor = x; GC-A act = -1; NPR2 activator = -1; NR1D1 modulator = 12; SMARCA2 act = 3; PG9 binder = -2.1; rCAG binder = 3
# `CCC1(CC)Cc2ccccc2C(Nc2c(C)n(C)n(-c3ccccc3)c2=O)=N1` is listed as ABHD4 inh = -4; ASAP1 inh = 0; ARFGAP1 inhibitor = 2; HTRA1 inhibitor = 1; GC-A act = -13; NPR2 activator = -6; NR1D1 modulator = -1; SMARCA2 act = -2; PG9 binder = -0.9; rCAG binder = -4

# Next section
compound,ABHD4 inh,ASAP1 inh,ARFGAP1 inhibitor,HTRA1 inhibitor,GC-A act,NPR2 activator,NR1D1 modulator,SMARCA2 act,PG9 binder,rCAG binder
O=C(N/N=C/c1sc(N2CCOCC2)nc1-c1ccccc1)c1cccc(S(=O)(=O)N2CCOCC2)c1,-6,7,0,45*,-1,-2,3,-5,-4.6,20
O=C(CC1C(=O)NCCN1C(=O)Nc1ccccc1)Nc1ccc2c(c1)OCCO2 (stereo unspecified),-1,3,-5,4,5,0,9,-2,4.1,7
Cc1ccc(N(C(=O)CCl)C(C(=O)NC2CCCCC2)c2cccnc2)cc1C (stereo unspecified),13,3,-10,x,-1,2,4,-8,-1.0,8
Cc1c(C(=O)NCCC2=CCCCC2)sc2ncnc(N3CCCCC3C)c12 (stereo unspecified),4,-12,-8,-38,7,-1,11,-1,0.1,-1
CCN(CC(=O)Nc1c(F)cccc1F)C(=O)Cc1cccs1,-2,-9,1,-5,-1,-1,1,-3,3.5,3
COc1cc2c(cc1OC)C(C)N(C(=O)Nc1ccc(F)cc1)CC2 (stereo unspecified),-12,14,3,2,-9,-6,-3,-1,1.1,-3
CC(=O)NCCc1ccc(S(=O)(=O)NCc2ccc3c(c2)OCO3)cc1,-4,4,4,-2,1,-2,3,-2,1.9,-2
N#Cc1cccc2cnccc12,-1,2,-6,0,-1,0,-3,-2,-2.9,2
Cc1ccc(-n2nnnc2SC(C)C(=O)Nc2ccccc2-c2ccccc2)cc1 (stereo unspecified),-5,-2,4,-30,-4,-3,5,1,-2.8,-2
Cc1cc(NC(=O)Cc2ccccc2)ccc1NC(=O)c1cccs1,-6,6,17,-4,-1,3,2,-1,-1.4,-1
Cc1cc(Cl)ccc1-c1nc(NC(C)C)nc2ccsc12,7,-8,1,x,-2,-6,-2,-2,0.3,1
COc1ccc(NC(=O)c2nnn(CC(=O)Nc3ccc4c(c3)OCO4)c2N)cc1OC,-3,-4,4,4,2,-2,3,1,0.0,16
COc1cc(CN(C(=O)c2ccco2)C2CCS(=O)(=O)C2)cc(OC)c1OC (stereo unspecified),1,-15,6,4,2,5,-1,-1,0.1,0
COc1ccc(N2CN=C3SCC(=O)N3C2)cc1,-10,-2,11,-2,0,-3,-2,-5,0.4,5
Cc1ccsc1/C=N/NC(=O)CNC(=O)c1ccccc1,-2,-3,15,-4,0,-3,-5,1,2.0,-1
COc1ccc(-c2cc3c(=O)n(CC(=O)NCCCN4CCC(N5CCCCC5)CC4)nc(C)n3n2)cc1,3,1,-12,7,1,-1,2,-2,-1.0,-5
Cc1ccc(-c2csc(NC(=O)c3ccc(Br)cc3)c2C(=O)O)cc1,-8,9,-2,-9,-2,-3,-2,-3,0.4,18
COC(=O)CSc1nc(SC)nc2c1sc1nc(-c3ccco3)c3c(c12)CC(C)(C)OC3,-2,1,22,-3,0,3,5,-4,-1.0,-1
CCC(C)c1ccccc1OCCOCCN1CCCC1 (stereo unspecified),-6,-5,-1,0,1,1,2,1,-1.7,-8
O=C(NCc1cccc(C(F)(F)F)c1)c1ccc2sc(COCCO)nc2c1,-1,5,3,x,3,2,3,-3,-1.1,1
O=S(=O)(Nc1ccc2cn[nH]c2c1)c1ccc(Cl)s1,5,-5,4,3,3,2,-5,-3,1.0,7
CCCCN(CC)c1nc(-c2ccncc2)nc2ccccc12,-12,-5,-3,-32,-18,-5,9,0,1.9,-7
COc1cccc(C(=O)N2c3ccccc3Sc3ccccc32)c1,-15,-8,-6,-33,-9,-8,9,-3,-1.4,-3
COC(=O)c1ccccc1NC(=O)C1CCN(C(=O)c2cc(OC)c(OC)c(OC)c2)CC1,-5,-8,1,1,4,0,1,-1,0.8,-3
COc1ccc(/C=C/C(=O)N2c3ccccc3Sc3ccc(C(F)(F)F)cc32)cc1,2,1,-8,-14,-7,-2,-2,-4,2.3,8

# The list continues:
compound,ABHD4 inh,ASAP1 inh,ARFGAP1 inhibitor,HTRA1 inhibitor,GC-A act,NPR2 activator,NR1D1 modulator,SMARCA2 act,PG9 binder,rCAG binder
COCCn1c(SCC(N)=O)nnc1-c1c[nH]c2ccccc12,8,3,6,-6,1,5,1,-4,-1.1,1
COc1ccc([N+](=O)[O-])cc1N(CC(=O)N1CCOCC1)S(C)(=O)=O,9,1,3,4,0,2,3,-3,-2.3,-4
O=C(CN(C1CCCCC1)S(=O)(=O)c1ccccc1)NCC1CCCO1 (stereo unspecified),6,-11,1,-1,4,0,3,0,0.0,-2
O=C(Cc1cccs1)N1CCCC(c2nc(-c3ccc(S(=O)(=O)N4CCCC4)cc3)no2)C1 (stereo unspecified),-15,-4,0,-6,-1,-5,-4,-3,-1.8,-1
Cn1c(N)c(C#N)c2c(c1=S)COC(C)(C)C2,-6,-2,0,5,12,3,0,1,0.1,0
C=CCC12C=C(OC)C(=O)C(C1=O)C1c3ccccc3CC12 (stereo unspecified),6,x,x,x,1,-7,0,-1,x,0
O=c1c(Cl)c(Cl)cnn1Cc1nnc(-c2ccccc2Br)o1,1,-6,2,-8,29,10,-2,-13,0.5,11
O=C1NC[C@@H](CCCCN2C[C@H](Cc3ccc(O)cc3)N(CCC3CCCCC3)C(=O)C2=O)N(CCC2CCCCC2)C1=O,8,6,7,x,8,1,-2,-2,0.6,7
CCc1ccc(C2C(C#N)=C(N)SC(N)=C2C#N)cc1,-6,-1,-8,-23,1,-2,5,-4,-1.5,17
CC1CCN(C(=O)CSc2nnc(-c3ccncc3)n2C)CC1,-9,1,11,2,-3,6,-4,-3,0.1,5
COc1ccccc1NC(=O)CSc1nnc(CSc2nc(C)cc(C)n2)o1,2,3,11,-7,-1,0,-4,-3,2.5,-4
C=C(C)Cn1c(-c2ccccc2)nc2ccccc21,4,-9,-16,-5,-1,-5,0,0,-0.5,-3
O=C(CN1CCN(c2ccc(F)cc2)CC1)NC(=O)NCc1ccco1,8,2,14,-7,0,1,-8,-2,1.3,3
CC(C)C[C@@H]1COc2cc(N3CC[C@H](O)C3)ccc2S(=O)(=O)N1,1,10,-11,x,-3,1,2,-4,-0.3,-1

# Bioassay records as filed in PubChem.

# Not a hit list; 4.4% or so of the library scored in one or more.
